# Source: PubChem
# Xi reactivation: activators of inactive X chromosome reactivation, primary screen, imaging, XiGFP fibroblasts, GFP high-content imaging, set 2; XiGFP mouse fibroblasts, % GFP-positive cells imaging, 3 d; cells co-treated with 5-aza-dC sensitizer; scaled so ellipticine positive control = 100%; activation, % at 7.58 µM; actives 0.055% (n = 360,000);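 active = mean normalized replicate activation at least 10% and every replicate at or above 10%; inconclusive = only one of the two criteria met; inactive = mean below 10% and not all replicates reach 10%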;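 note: 0% = median of on-plate neutral control wells and 100% = ellipticine 6 µM median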
#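 Assay system – SV40-immortalized XiGFP fibroblast cells, line 68-5-11 · Buffer or medium – DMEM supplemented with 5-aza-dC as sensitizing agent · Dosing – one concentration, pinned · Benchmarks – positive control ellipticine, 6 µM final · Times – 3 days compound exposure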
# RAD54 inh: inhibitors of human RAD54 branch migration, primary screen, biochemical, fluorescence, single point; AID 602329, 2012; DNA repair and recombination protein RAD54-like (Homo sapiens), Q92698; inhibition, % at 10.4 µM; RAD54 Holliday junction branch migration, FAM/BHQ fluorescence; actives 0.14% (n = 360,000);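 active = mean normalized replicate activity at least 40 and at least half of replicates scoring 40 or more; inconclusive = only one of the two criteria met; inactive = mean below 40 and under half of replicates reaching 40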;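 note: 0% = median of neutral control wells and 100% = median of positive control wells; inhibitors cause a drop in the FAM fluorescence signal; in these data hits start at about 50%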
# RAD52 inh: RAD52 DNA annealing inhibitors, primary screen, biochemical, FRET, single point, set 2 | recombinant RAD52 DNA annealing, FRET fluorescence | inhibition, % at 18.7 µM | DNA repair protein RAD52 homolog (Homo sapiens), P43351 | actives 0.46% (n = 360,000);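 active = every replicate showing at least 50% inhibition; inconclusive = mean inhibition at least 50% but not in every replicate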
# S100A4 MyoIIA: inhibitors of S100A4-myosin IIA peptide binding, primary screen, biochemical, fluorescence polarization, TAMRA-MyoIIA peptide | Protein S100-A4 (Homo sapiens), P26447 | AID 652163, 2013 | inhibition, % at 10.7 µM | actives 0.14% (n = 360,000);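 active = mean inhibition of at least 70% across replicates, with every replicate also reaching that level; inconclusive = mean inhibition reaches 70% but some replicates fall short; inactive = mean inhibition below 70%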
# Target sequence (P26447 whole entry, looked up): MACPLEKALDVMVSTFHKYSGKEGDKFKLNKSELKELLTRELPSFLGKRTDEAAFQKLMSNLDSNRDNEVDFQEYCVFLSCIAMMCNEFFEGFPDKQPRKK
#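 Material: S100A4 monomer (human). Medium: Calcium-containing HEPES buffer, pH 7.2. Probe or stimulus: labelled myosin peptide probe, 5 nM. Compound dosing: one concentration per compound. Timing: polarization read 5 min after assay mix addition, stable 5–60 min. Benchmarks: DMSO as neutral control, TFP as positive control.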
# ERAP1 HTS inh: human ERAP1 aminopeptidase inhibitors, primary screen, biochemical, single point, plate reader; inhibition, % at 10.7 µM; Endoplasmic reticulum aminopeptidase 1 (Homo sapiens), Q9NZ08; recombinant ERAP1, Leu-AMC fluorescence, 60 min; actives 0.15% (n = 340,000); AID 652197, 2013;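 active = mean replicate inhibition of at least 30%, or all replicates individually reaching that 30% level; inactive = mean below 30% and not every replicate reaching it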;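 note: 0% = neutral control wells and 100% = L-leucinethiol positive control wells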
# E-sel inducer: E-selectin induction in HUVECs, primary screen, imaging, HUVEC, immunofluorescence imaging, single point. actives 0.37% (n = 260,000). normalized: neutral wells 0, TNF-alpha wells 100. activation, % at 7.58 µM;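 active = mean E-selectin-positive cell signal at least 10% of the positive control, reached in at least 60% of replicates, without over 20% cell loss; inconclusive = no rule given, readout overlaps actives, possibly toxicity-flagged; inactive = the rest, including those meeting only one limit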;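 note: in these data hits start at about 27%; measured in HUVEC primary endothelial cells; signal is the percent of cells scored E-selectin positive by PE staining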
# Target sequence (P16581 whole entry, looked up): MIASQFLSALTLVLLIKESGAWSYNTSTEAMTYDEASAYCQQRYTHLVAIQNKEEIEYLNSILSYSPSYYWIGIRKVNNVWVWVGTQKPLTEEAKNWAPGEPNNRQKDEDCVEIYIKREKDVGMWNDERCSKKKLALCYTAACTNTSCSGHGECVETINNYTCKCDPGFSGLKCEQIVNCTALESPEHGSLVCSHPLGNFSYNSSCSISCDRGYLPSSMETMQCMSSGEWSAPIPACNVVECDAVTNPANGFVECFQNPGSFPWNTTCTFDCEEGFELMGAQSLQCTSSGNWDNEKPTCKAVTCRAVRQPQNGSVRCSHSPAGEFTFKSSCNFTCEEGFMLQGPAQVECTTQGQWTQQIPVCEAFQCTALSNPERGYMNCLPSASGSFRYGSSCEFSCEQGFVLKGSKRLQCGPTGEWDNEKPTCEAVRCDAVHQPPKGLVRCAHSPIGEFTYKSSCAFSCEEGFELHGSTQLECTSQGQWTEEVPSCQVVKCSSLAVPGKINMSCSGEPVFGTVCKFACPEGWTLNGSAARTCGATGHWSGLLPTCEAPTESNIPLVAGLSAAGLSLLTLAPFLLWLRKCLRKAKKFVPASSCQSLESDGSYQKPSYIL
#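 Material: HUVEC primary endothelial cells; Amount: 3,000 cells per well; Dosing: single concentration; Medium: EGM-2 growth medium on 0.1% gelatin-coated wells; Read-out basis: percent E-selectin-positive cells; Signal: immunofluorescence imaging; Control set: TNF-alpha, DMSO.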
# esBAF inh: Bmi1 luciferase reporter increase in mESCs, primary screen, esBAF inhibitor project, mouse ES cells, Bmi1 luciferase knock-in, single point; 24 h; 100% = twice the neutral-well signal; AID 602393, 2012; reporter increase, % at 12.5 µM; actives 2% (n = 350,000); in the data active = activation above about 40%; inconclusive = no clear call, values can overlap the other calls;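 note: 0% = median of the plate's neutral control wells and 100% = double that signal; a rise in the Bmi1 reporter signal indicates esBAF inhibition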
# ERp5 block: inhibitors of ERp5-driven insulin aggregation, primary screen, biochemical, turbidity, absorbance 650 nm, single point | 90 min | actives 0.05% (n = 350,000) | inhibition, % at 9.99 µM;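 active = mean replicate inhibition above about 25%, with every replicate also reaching it, limit read from the data, passing the limit was not always enough; inconclusive = only one of those two criteria met; inactive = neither criterion met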
# * = called active by the depositor; ? = inconclusive; nt = not tested or not shown; & = joins results of further samples.
# Order of values – E-sel inducer	Xi reactivation	esBAF inh	RAD52 inh	RAD54 inh	ERp5 block	S100A4 MyoIIA	ERAP1 HTS inh
CCCNC(=O)N1CCC2(CC1)CN(C(=O)CC)[C@H](CO)c1c2c2ccc(OC)cc2n1C
  -0.5	0.1	nt	15	nt	5	8	-3
COc1cc(F)ccc1-c1cc(C(=O)NCc2cccs2)[nH]n1
  -0.1	-0.1	15	-4	-2	1	0	7
COc1ccc(CCNC(=O)COC(=O)c2cccs2)cc1OC
  nt	0.2	-4	-9	12	3	2	0
Cc1cc(C)nc(NC(=O)c2ccc(COc3ccccc3Cl)cc2)c1
  nt	-0.1	-8	-7	-4	0	5	1
O=C(CCc1nnc(COc2ccccc2)o1)NCCc1cccs1
  nt	0.0	nt	-1	nt	-1	11	10
Cc1ccccc1OCC(=O)Nc1ccc(S(=O)(=O)N2CCOCC2)cc1
  nt	0.0	-9	-4	-9	0	0	-1
CCOC(=O)[C@@H](CCc1ccccc1)N[C@H](C)C(=O)N1[C@H](C(=O)O)C[C@@H]2CCC[C@@H]21
  -0.1	0.1	-1	-11	2	3	-2	2
CSc1cccc(N2C(=O)C3CCCN3C2=S)c1 (configuration not stated)
  -0.1	0.1	-3	-9	4	3	-4	1
CS(=O)(=O)c1ccc(-c2nnc(NC(=O)c3ccc(S(=O)(=O)N4CCCC4)cc3)o2)cc1
  1.4	0.0	-2	-14	6	-14	24	-3
CC1CC(NC(=O)c2cc3c(=O)n4ccccc4nc3n2C)CC(C)(C)C1 (configuration not stated)
  nt	-0.1	3	-6	-1	2	0	2
Cc1ccc(C)c2c1cc(C)c1nnc(SCC(=O)NCc3ccc4c(c3)OCO4)n12
  -2.5	-0.3	nt	1	nt	3	0	1
COc1cc2c(C(=O)N3CCOCC3)c(CSc3ccccc3)n(C)c2cc1Br
  nt	0.0	nt	-1	nt	3	4	0
CO[C@H]1CN(C)C(=O)c2cc(C#N)ccc2OC[C@H]2O[C@H](CC[C@@H]2OC)CCN(C)C(=O)[C@H]1C
  0.1	0.4	4	-9	3	1	-1	2
CSc1ncc(Cl)c(C(=O)Nc2ccc(S(=O)(=O)Nc3nccc(C)n3)cc2)n1
  -0.1	0.1	-2	-18	9	1	-1	-6
O=C(c1ccccc1F)N1C[C@H]2[C@@H](c3ccccc31)[C@@H](CO)N2C(=O)c1ccncc1
  0.0	0.0	0	-6	-8	15	16	-2
NS(=O)(=O)c1ccc(CCNC(=O)c2cc([N+](=O)[O-])ccc2N2CCCCC2)cc1
  nt	0.0	0	2	-4	-3	3	1
Cc1cccc(CN(C)C[C@@H]2OCc3cnnn3CCCC(=O)N([C@H](C)CO)C[C@H]2C)c1
  0.0	-0.1&-0.2	-3&7&3	-8&1	-3	-4&1	-2&14	-2&-1
N#C[C@@H]1[C@H](c2ccc(-c3ccccc3F)cc2)[C@@H](CO)N1C(=O)C1CCC1
  -0.3	0.3	23	-18	-7	3	-11	3
C[C@H]1CN([C@@H](C)CO)C(=O)c2cc(NC(=O)C3CCCCC3)ccc2O[C@H]1CN(C)S(=O)(=O)c1cn(C)cn1
  -0.1	-0.8	0	-8	0	-9	16	0
CC(C)NC(=O)N(C)C[C@H]1Oc2ccc(NC(=O)CCC(F)(F)F)cc2CC(=O)N([C@H](C)CO)C[C@@H]1C
  43*	-0.1	-2	-2	-32	-2	-6	0
CCCNC(=O)C1(C)CCCN(Cc2cccc(Oc3ccccc3)c2)C1 (configuration not stated)
  0.0	0.0	-2	-2	1	1	4	10
CN(CCc1ccccc1)c1cc2c(c3c1ccn3C)C1CCC2C1 (configuration not stated)
  -1.4	nt	-5	64*	5	3	0	-5
CCOc1ccccc1-c1noc(CCC(=O)NC2CCCCC2)n1
  1.2	-0.1	-8	6	-1	2	0	-1
C[C@H](CO)NC(=O)[C@H](C)[C@@H]1C[C@@]1(C)[C@@H](NC(=O)OCc1ccccc1)c1ccccc1
  -0.1	0.0	-2	-1	4	-3	7	-1
COc1ccc(S(=O)(=O)N2CCN(C)CC2)c(C)c1
  nt	-0.1	5	-4	2	2	4	1
CN1C(=O)c2cc(NC(=O)C3CCOCC3)ccc2OC[C@H]2O[C@H](CC(=O)NCC3CC3)CC[C@H]21
  -0.1	0.0	3	5	9	0	-19	-3
Nc1c(C(=O)Nc2ccc3c(c2)OCCO3)nnn1Cc1ccccc1
  1.0	0.0	62*	-7	8	-2	-4	-2
C[C@H]1CN([C@@H](C)CO)C(=O)c2cc(C#CC3(O)CCCC3)cnc2O[C@H]1CN(C)C(=O)Nc1ccc2c(c1)OCO2
  -0.2	0.0	-10	15	3	4	56	1
COc1ccc(-c2cn(CCc3c[nH]c4ccccc34)nn2)cc1
  0.2	0.0	7	-9	2	-6	-9	1
COc1ccc(-c2cc(=O)oc3cc(OC(=O)C4CCCCC4)ccc23)cc1
  0.1	0.1	nt	-4	nt	0	9	-4
O=C(C[C@H]1CC[C@H]2[C@@H](COC[C@@H](O)CN2C(=O)c2ccc3c(c2)OCO3)O1)NC1Cc2ccccc2C1
  0.0	0.0	0	-2	-4	-2	-5	0
O=C(NNc1nc2ccccc2s1)Nc1ccc(F)cc1
  nt	-0.1	?	-12	nt	-8	2	0
CC(NC(=O)c1ccc(CS(C)(=O)=O)cc1)c1cccc2ccccc12 (configuration not stated)
  nt	0.2	-5	-15	-6	2	-8	0
COc1ccccc1N1CC(C(=O)Nc2nnc(SCc3ccccn3)s2)CC1=O (configuration not stated)
  2.3	0.0	-1	nt	5	nt	nt	nt
C/C=C/c1ccc2c(c1)O[C@@H](CN(C)C(C)=O)[C@H](C)CN([C@H](C)CO)S2(=O)=O
  0.4	-0.9	6	4	11	-3	1	1
CCN(c1cccc(C)c1)S(=O)(=O)c1ccc(-c2coc(C)n2)cc1
  nt	0.0	2	-28	4	-6	-7	-2
COCCNC(=O)c1cccc(Nc2nc(-c3ccccc3)c3cc(Cl)ccc3n2)c1
  nt	0.3	nt	-1	nt	1	2	8
C[C@H]1CN([C@@H](C)CO)C(=O)CCCn2nncc2CO[C@@H]1CN(C)Cc1ccncc1
  0.0	-0.1	1&11	-4&3	-9&0	-2&1	0&14	-2&0
CN(CC(=O)NCc1ccncc1)S(=O)(=O)c1ccccc1
  nt	nt	5	-9	-4	-6	-2	-2
Nc1nc(CN2CCN(C(c3ccccc3)c3ccccc3)CC2)nc(Nc2ccccc2)n1
  nt	0.1	nt	-15	nt	nt	-1	3
COc1ccc(N2CCN(S(=O)(=O)c3cc4c(cc3C)NC(=O)CO4)CC2)cc1
  0.4	0.1	0	-14	-4	-4	-3	2
COC(=O)/C(=C\c1cc(OC)c(OC)c(OC)c1)c1nc2ccccc2[nH]1
  0.3	0.2	nt	-34	nt	-1	-6	-3
CCCn1c(SCC(=O)N2CCN(C(=O)c3ccco3)CC2)nc2ccccc2c1=O
  nt	0.0	nt	-21	nt	9	5	2
Cc1csc2c(N3CCN(S(=O)(=O)c4ccc(Cl)cc4)CC3)ncnc12
  0.1	7.4	nt	-8	nt	2	0	1
CO[C@@H]1CN(C)C(=O)c2cc(NC(=O)C3CCC3)ccc2OC[C@@H](C)N(Cc2nccs2)C[C@H]1C
  0.0	0.2	-6	4	-4	2	-12	1
COc1ccc(S(=O)(=O)N(C)C[C@@H]2Oc3ncc(-c4ccncc4)cc3C(=O)N([C@@H](C)CO)C[C@H]2C)cc1
  -0.2	0.2	-2	3	5	1	1	7
C[C@@H]1CCCCO[C@@H](CN(C)S(=O)(=O)c2ccc(Cl)cc2)[C@@H](C)CN([C@H](C)CO)C(=O)c2cc(NC(=O)CCCCCC(=O)Nc3ccccc3N)ccc2O1
  nt	1.5	0	-13	17	-2	8	2
C[C@H]1CN([C@@H](C)CO)C(=O)c2cccc(NC(=O)C3CCOCC3)c2O[C@@H]1CN(C)S(C)(=O)=O
  -12	-0.1	-5	0	-10	0	12	-3
Nn1c(COc2cccc(Br)c2)nnc1SCC(=O)NCC1CCCO1 (configuration not stated)
  -0.2	0.0	0	-16	-3	-1	-3	0
Cc1cc(NC(=O)CCN2C(=O)/C(=C\c3ccccc3)SC2=S)no1
  -0.1	0.3	-7	-10	2	-4	2	0
Cc1ccc(S(=O)(=O)N2CCCC2C(=O)NCCc2ccccc2)cc1 (configuration not stated)
  -2.3	0.3	nt	-9	nt	-1	-4	-4
COCC(=O)N1CCCCN2[C@@H](CO)[C@H](c3ccc(-c4ccc(C)cc4)cc3)[C@@H]2C1
  -0.7	0.4	7	7	-3	3	-3	-1
CCCCNc1nc2c(c(=O)[nH]c(=O)n2C)n1CCCc1ccccc1
  3.6	0.2	-1	-5	9	0	-1	3
C[C@@H]1CN([C@H](C)CO)C(=O)c2cc(NC(=O)C3CCCCC3)ccc2O[C@@H](C)CCCCO[C@@H]1CN(C)S(=O)(=O)c1ccc(F)cc1
  -0.1	0.1	3	-16	2	-2	-11	0
COc1ccc(-c2csc3ncnc(NCCCO)c23)cc1
  0.4	0.0	-2	-7	-7	-3	2	-4
COc1cc(C(c2sc3nc(C)nn3c2O)N2CCc3ccccc3C2)cc(OC)c1OC (configuration not stated)
  2.4	0.0	3	-9	-3	5	1	6
Cc1ccc(-c2onc(C)c2C)cc1S(=O)(=O)N1CC(C)Oc2ccccc21 (configuration not stated)
  2.6	0.3	-1	-11	-4	-2	13	-2
Cc1ccc(NC(=O)O/N=C/c2ccc(N(C)C)cc2)cc1
  nt	0.0	56*	-15	4	3	4	0
COC(=O)c1ccc(-c2c(-c3ccccc3)ncc3cc(F)ccc23)cc1
  0.0	0.0	30	-11	-4	4	1	-1
COc1ccc(C(=O)/C=C/N(C)C)cc1
  nt	nt	9	-17	2	-10	6	3
CCCCCN(C(=O)CCCSc1nncs1)c1c(N)n(CCCC)c(=O)[nH]c1=O
  nt	0.2	nt	-18	nt	1	0	2

# Complete entries as entered above:
# Results for `Cc1ccc(NC(=O)O/N=C/c2ccc(N(C)C)cc2)cc1` : E-sel inducer: nt; Xi reactivation: 0.0; esBAF inh: 56*; RAD52 inh: -15; RAD54 inh: 4; ERp5 block: 3; S100A4 MyoIIA: 4; ERAP1 HTS inh: 0
# Results for `C[C@H]1CN([C@@H](C)CO)C(=O)c2cccc(NC(=O)C3CCOCC3)c2O[C@@H]1CN(C)S(C)(=O)=O` : E-sel inducer: -12; Xi reactivation: -0.1; esBAF inh: -5; RAD52 inh: 0; RAD54 inh: -10; ERp5 block: 0; S100A4 MyoIIA: 12; ERAP1 HTS inh: -3
